From PubChem
Pin1 inh: qHTS Assay to Find Inhibitors of Pin1; actives 0.009% (n = 390,000); Pin1 FP peptide displacement, HiFluor488, 10 min; Potency, µM (doses to about 115 µM), for the others: top-dose activity, negative = inhibition, actives largely listed as inhibitors; active means well fitted inhibition curve with a large enough effect in the polarisation, with a control signal flat, not every such curve was filed as active; inconclusive means small, poorly fitted or top-dose-only effect, or effect the other way, or a change in a side signal; inactive means no such curve, though single readings can be large or run the other way; the % refers to the polarisation; further: potency means the concentration at half of the fitted maximal effect; on the % scale 0 is the no-effect control and ±100 the full control effect
Target sequence (Q13526 whole entry, looked up): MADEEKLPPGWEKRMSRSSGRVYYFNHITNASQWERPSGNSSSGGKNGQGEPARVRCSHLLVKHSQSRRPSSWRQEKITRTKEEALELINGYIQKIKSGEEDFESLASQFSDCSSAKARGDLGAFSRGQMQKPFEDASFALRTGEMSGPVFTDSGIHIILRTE
TRHR agonist: qHTS for Small Molecule Agonists and Allosteric Enhancers of Human TRH Receptor: Primary Screen for Agonists; Thyrotropin-releasing hormone receptor (Homo sapiens), P34981; TRHR cells, calcium flux fluo-8, FDSS agonist mode; activation, % at 2 µM; actives 0.18% (n = 360,000); AID 493084, 2011; in the data active means activation above about 30%; further: 0% is about no effect
Target sequence (P34981 whole entry, looked up): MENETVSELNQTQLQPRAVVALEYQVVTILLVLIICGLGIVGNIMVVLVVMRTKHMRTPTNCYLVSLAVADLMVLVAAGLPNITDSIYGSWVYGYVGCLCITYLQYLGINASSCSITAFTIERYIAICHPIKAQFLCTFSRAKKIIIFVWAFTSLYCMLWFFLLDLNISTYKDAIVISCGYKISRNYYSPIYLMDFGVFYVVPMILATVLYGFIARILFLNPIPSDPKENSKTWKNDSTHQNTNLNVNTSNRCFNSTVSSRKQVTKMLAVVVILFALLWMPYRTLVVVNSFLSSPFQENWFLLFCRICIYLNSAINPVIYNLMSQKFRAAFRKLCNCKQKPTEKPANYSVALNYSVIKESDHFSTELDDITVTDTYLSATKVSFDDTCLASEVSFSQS
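TRHR-expressing cells, plated overnight in medium with 10% serum, were loaded with fluo-8 calcium dye at room temperature. After a 10 s baseline, library compound was pin-added and calcium release was recorded kinetically (ex 480/em 530) as agonist response.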
mIDH1 inhibitor: qHTS for Inhibitors of mutant isocitrate dehydrogenase 1 (IDH1): qHTS; IDH1-R132H enzyme, NADPH consumption, diaphorase/resazurin fluorescence; Isocitrate dehydrogenase [NADP] cytoplasmic (Homo sapiens), O75874; actives 0.093% (n = 390,000); Potency, µM (doses to about 76.6 µM), for inactives: at the highest dose activity change, negative = inhibition, usual class: inhibitors; further: potency means the concentration at half of the fitted maximal effect; on the % scale 0 is the no-effect control and ±100 the full control effect; nearly all actives have a fitted effect of over 65% in size
Target sequence (O75874 whole entry R132H, stated change not applied): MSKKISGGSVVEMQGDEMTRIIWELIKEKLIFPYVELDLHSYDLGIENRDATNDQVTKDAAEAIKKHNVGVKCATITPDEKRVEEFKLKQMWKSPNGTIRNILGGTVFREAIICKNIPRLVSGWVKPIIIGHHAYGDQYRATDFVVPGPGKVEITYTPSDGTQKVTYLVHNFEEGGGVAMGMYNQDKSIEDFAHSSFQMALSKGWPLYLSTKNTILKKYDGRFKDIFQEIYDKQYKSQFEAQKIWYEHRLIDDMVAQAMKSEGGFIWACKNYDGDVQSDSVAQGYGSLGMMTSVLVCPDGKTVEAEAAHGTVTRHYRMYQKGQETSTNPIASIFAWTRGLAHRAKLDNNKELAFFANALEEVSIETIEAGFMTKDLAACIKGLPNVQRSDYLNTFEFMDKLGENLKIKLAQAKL
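IDH1-R132H (0.5 ug/mL) preincubated 30 min with compound, then NADPH (0.016 mM) and alpha-KG (2 mM) added; 80 min at RT, pH 7.5. Remaining NADPH coupled via diaphorase/resazurin to fluorescence (540/590 nm); concentration-response curves normalized to no-enzyme control.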
USP1-UAF1 inh: Inhibitors of USP1/UAF1: Primary Screen; Ubiquitin carboxyl-terminal hydrolase 1 (Homo sapiens), O94782; recombinant USP1/UAF1, Ub-Rhodamine cleavage fluorescence; Potency, µM (titrated, usually from 57.1 µM), inactives show at the top dose activity change, negative = inhibition, usual class: inhibitors; actives 0.23% (n = 390,000); AID 743255, 2014; further: potency means the concentration at half of the fitted maximal effect; on the % scale 0 is the no-effect control and ±100 the full control effect; nearly all actives have a fitted effect of over 60% in size; inactives centre near -12
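High-throughput fluorogenic screen: 1nM USP1/UAF1 complex, Ub-Rho substrate 150nM final, 50mM HEPES pH 7.8 with 0.5mM EDTA, 0.1 mg/ml BSA, 1mM TCEP and 0.01% Tween-20.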
TrxR1 inh: qHTS Assay for Inhibitors of Mammalian Selenoprotein Thioredoxin Reductase 1 (TrxR1): qHTS; recombinant rTrxR1, NADPH fluorescence consumption, selenite substrate; Potency, µM (highest dose often 114 µM), for inactives: at the top dose activity change, negative = inhibition, most hits filed as inhibitors; actives 1% (n = 390,000); AID 588453, 2011; further: potency means the concentration at half of the fitted maximal effect; on the % scale 0 is the no-effect control and ±100 the full control effect; nearly all actives have a fitted effect of over 65% in size
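Rat TrxR1 (90 nM in the dispensed reagent) was pre-reduced with 400 uM NADPH for 5 min at room temperature, then incubated with compound for 15 min. After 400 uM selenite was added, NADPH fluorescence (Ex 340/Em 450 nm) was followed for 8 min.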
D2 antagonist: HTS Assay for Allosteric Antagonists of the Human D2 Dopamine Receptor: Primary Screen for Antagonists; D(2) dopamine receptor (Homo sapiens), P14416; HEK293 TREx D2 cells, calcium flux, dopamine EC80; inhibition, % at 10 µM; actives 2% (n = 340,000); in the data active means inhibition above about 30%; further: 0% is about no effect
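Calcium flux kinetic readout in an inducible HEK293 TREx D2 line plated overnight at 30 C. After 180 s compound exposure, an EC80 dopamine challenge follows with another 180 s kinetic read to detect antagonism.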
TRHR PAM: qHTS for Small Molecule Agonists and Allosteric Enhancers of Human TRH Receptor: Primary Screen for Enhancers. Thyrotropin-releasing hormone receptor (Homo sapiens), P34981. TRHR cells, fluo-8 calcium fluorescence, EC20 TRH enhancement. enhancement, % at 2 µM. actives 0.66% (n = 360,000); in the data active means enhancement above about 30%; further: 0% is about no effect
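TRHR-expressing cells loaded with fluo-8 calcium dye were read kinetically (ex 480/em 530) during compound addition, then stimulated with an EC20 of TRH (10 nM final). Enhancement of the Gq-mediated intracellular calcium response was scored.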
D2 ag: HTS Assay for Allosteric Agonists of the Human D2 Dopamine Receptor: Primary Screen for Agonists; HEK293 T-REx D2 cells, calcium flux agonist mode; activation, % at 2 µM; actives 0.53% (n = 340,000);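 active means activation over 3 SD above normal in the single-dose calcium agonist read, cut at about 30% in these data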; further: 0% is about no effect
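HEK293 Trex D2 cells, tetracycline-induced, o/n 30 C 5% CO2; no-wash Ca dye, RT 30–90 min; 10-cycle baseline, 23 nl cpd added, kinetic Ca read 180 s; agonist hits = positive Ca response.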
TrxR1 substrate: qHTS Assay for Substrates of Mammalian Selenoprotein Thioredoxin Reductase 1 (TrxR1): qHTS; Thioredoxin reductase 1, cytoplasmic (Rattus norvegicus), O89049; purified TrxR1 substrate turnover, NADPH consumption readout; Potency, µM (titrated, usually from 114 µM), for the others: top-dose activity change, negative = substrate turnover; actives 0.01% (n = 390,000); further: potency means the concentration at half of the fitted maximal effect; on the % scale 0 is the no-effect control and ±100 the full control effect; nearly all actives have a fitted effect of over 50% in size
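Rat TrxR1, dispensed at 90 nM, was prereduced with 400 uM NADPH (final) for 5 min at ~22 deg C, then incubated with compound 15 min before 400 uM selenite. A first-read NADPH fluorescence drop versus no-compound background flagged substrates.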
An asterisk follows results filed as active; [ ] = remark or other dose. Unless noted, the call rests on the fitted dose curve; in most records, active means well fitted inhibition curve with a large enough effect; inconclusive means small, poorly fitted or top-dose-only effect; inactive means no such curve, though single readings can be large or run the other way.

How did COc1cccc(CNC(=O)c2cc(-c3ccc(Cl)s3)nc3ccccc23)c1 do in these assays?
Pin1 inh: 5%; TRHR agonist: 0.5; mIDH1 inhibitor: 21%; USP1-UAF1 inh: -28%; TrxR1 inh: 15%; TRHR PAM: 8; D2 ag: 0.4; TrxR1 substrate: 83%[activator]

How did COc1ccc(-n2nc(C(=O)NCC(=O)N3CCOCC3)c3ccccc3c2=O)c(OC)c1 do in these assays?
Pin1 inh: 1%; TRHR agonist: -1.4; mIDH1 inhibitor: -2%; USP1-UAF1 inh: inconclusive; TrxR1 inh: 10%; D2 antagonist: -17; TRHR PAM: 4; D2 ag: -2.2; TrxR1 substrate: 1%

What do the screens show for `CC(C)(C)NC(=O)C(c1ccncc1)N(Cc1cccs1)C(=O)Cn1nnc(-c2cccs2)n1` (stereo not drawn)?
Pin1 inh: -1%; TRHR agonist: 0.1; mIDH1 inhibitor: 7%; USP1-UAF1 inh: 6%; TrxR1 inh: -2%; D2 antagonist: 1; TRHR PAM: -4; D2 ag: 0.3; TrxR1 substrate: 3%

What do the screens show for `O=C(O)CC/C(=N\Nc1ccc(S(=O)(=O)N2CCCC2)cc1[N+](=O)[O-])c1cccs1`?
Pin1 inh: -14%; TRHR agonist: -0.6; mIDH1 inhibitor: -5%; USP1-UAF1 inh: -8%; TrxR1 inh: -13%; D2 antagonist: -2; TRHR PAM: 1; D2 ag: 1.2; TrxR1 substrate: -13%

How did CC(C)N1C(=O)S/C(=C/c2ccccc2OCc2ccc(C(=O)O)cc2)C1=O do in these assays?
Pin1 inh: -23%; TRHR agonist: -0.3; mIDH1 inhibitor: 3%; USP1-UAF1 inh: -22%; TrxR1 inh: 18%[57.1 µM]; D2 antagonist: 21; TRHR PAM: 0; D2 ag: -1.7; TrxR1 substrate: 5%[57.1 µM]

How did CC(C)(C#N)Cc1cc(CC(C)(C)C#N)cc(C(C)(C)C)c1 do in these assays?
Pin1 inh: 2%; TRHR agonist: 0.8; mIDH1 inhibitor: 4%; USP1-UAF1 inh: -22%; TrxR1 inh: 5%[57.1 µM]; D2 antagonist: -4; TRHR PAM: 0; D2 ag: 1.3; TrxR1 substrate: -1%[57.1 µM]

Results for CCOCCCNC(=O)c1ccc(Cn2c(=S)[nH]c3c([nH]c4ccc(OC)cc43)c2=O)cc1 ?
Pin1 inh: inconclusive; TRHR agonist: 0.5; mIDH1 inhibitor: 5%; USP1-UAF1 inh: 0%; TrxR1 inh: 13%; D2 antagonist: -6; TRHR PAM: 10; D2 ag: 0.0; TrxR1 substrate: 2%

What do the screens show for `CSc1ccccc1NC(=O)c1noc2c1CCC2`?
Pin1 inh: inconclusive; TRHR agonist: -0.2; mIDH1 inhibitor: 16%; USP1-UAF1 inh: 3%; TrxR1 inh: -14%; D2 antagonist: 9; TRHR PAM: 1; D2 ag: 0.0; TrxR1 substrate: 7%

Results for C=CCn1c(SCC(C)=O)nnc1-c1cc(-c2ccccc2)sc1N ?
Pin1 inh: 17%; TRHR agonist: -0.7; mIDH1 inhibitor: 1%; USP1-UAF1 inh: -4%; TrxR1 inh: -14%; TRHR PAM: 3; TrxR1 substrate: -9%

What do the screens show for `CCOC(=O)C1CCCN(S(=O)(=O)c2c(C)c(C)cc(C)c2C)C1` (stereo not drawn)?
Pin1 inh: 3%; TRHR agonist: 0.7; mIDH1 inhibitor: 7%; USP1-UAF1 inh: -23%; TrxR1 inh: 7%; D2 antagonist: 0; TRHR PAM: -2; D2 ag: -0.8; TrxR1 substrate: -2%

What do the screens show for `O=C1CCCN2N=C(SCC(=O)N3CCCCC3)SC2=N1`?
Pin1 inh: -4%; TRHR agonist: 0.0; mIDH1 inhibitor: 5%; USP1-UAF1 inh: -8%; TrxR1 inh: 12%; TRHR PAM: 4; TrxR1 substrate: 0%

What do the screens show for `COc1cc(C2NC(=O)NC(C)=C2C(=O)OCC2CCCO2)cc(OC)c1OC` (stereo not drawn)?
Pin1 inh: -9%; TRHR agonist: 1.4; mIDH1 inhibitor: 8%; USP1-UAF1 inh: -13%; TrxR1 inh: 21%; TRHR PAM: 4; TrxR1 substrate: 0%

How did O=C1CN(c2ccccc2)C(=S)N1c1ccccc1 do in these assays?
Pin1 inh: 8%; TRHR agonist: 0.0; mIDH1 inhibitor: 2%; USP1-UAF1 inh: 1%; TrxR1 inh: -17%; D2 antagonist: 5; TRHR PAM: -7; D2 ag: 0.3; TrxR1 substrate: -10%

How did Cc1ccc(-n2nc(-c3ccccc3)c3cnc4cc5c(cc4c32)OCO5)cc1C do in these assays?
Pin1 inh: 3%; TRHR agonist: -1.4; mIDH1 inhibitor: 9%; USP1-UAF1 inh: -21%; TrxR1 inh: 1%; TRHR PAM: 12; D2 ag: 0.1; TrxR1 substrate: 1%

Results for CC(C)c1nc2ccc(C(=O)O)cc2[nH]1 ?
Pin1 inh: -4%; TRHR agonist: 0.3; mIDH1 inhibitor: -5%; USP1-UAF1 inh: -10%; TrxR1 inh: 1%; D2 antagonist: 0; TRHR PAM: 6; D2 ag: -0.7; TrxR1 substrate: 8%

What do the screens show for `C/C(=N/NC(=O)c1cc(-c2cccc([N+](=O)[O-])c2)n[nH]1)c1ccc(Cl)cc1`?
Pin1 inh: inconclusive; TRHR agonist: 0.6; mIDH1 inhibitor: -2%; USP1-UAF1 inh: -15%; TrxR1 inh: -5%; TRHR PAM: 10; TrxR1 substrate: -6%

How did Cc1cc(C)cc(C(=O)NC(CC(N)=O)c2ccc(NC3CCCCCCCCCCC3)c([N+](=O)[O-])c2)c1 (stereo not drawn) do in these assays?
Pin1 inh: -4%; TRHR agonist: -0.1; mIDH1 inhibitor: -5%; USP1-UAF1 inh: 22%; TrxR1 inh: -7%[57.1 µM]; D2 antagonist: -22; TRHR PAM: -2; D2 ag: 0.1; TrxR1 substrate: -3%[57.1 µM]

Results for COc1ccc2c(c1)C(=O)N(Cc1ccccc1)C(=O)C2(C)C ?
Pin1 inh: 0%; TRHR agonist: -0.1; mIDH1 inhibitor: 5%; USP1-UAF1 inh: -15%; TrxR1 inh: 28%; TRHR PAM: 1; TrxR1 substrate: 26%

What do the screens show for `O=C(Nc1nncs1)c1cccc(S(=O)(=O)N2CCOCC2)c1`?
Pin1 inh: 4%; TRHR agonist: -0.5; mIDH1 inhibitor: 2%; USP1-UAF1 inh: -11%; TrxR1 inh: 14%[0.457 µM]; D2 antagonist: 3; TRHR PAM: 6; D2 ag: 1.1; TrxR1 substrate: 1%

What do the screens show for `CCCNC(=O)C(Cc1ccccc1)NC(=O)c1ccc(C(F)(F)F)cc1` (stereo not drawn)?
Pin1 inh: 6%; TRHR agonist: -0.1; mIDH1 inhibitor: 12%; USP1-UAF1 inh: 0%; TrxR1 inh: 14%[57.1 µM]; D2 antagonist: 5; TRHR PAM: 0; D2 ag: 0.0; TrxR1 substrate: -4%[57.1 µM]

Results for CCCn1c(=N)c(C(=O)NC2CCCC2)cc2c(=O)n3cc(C)ccc3nc21 ?
Pin1 inh: -10%; TRHR agonist: -0.1; mIDH1 inhibitor: 19%; USP1-UAF1 inh: -23%; TrxR1 inh: 27%; TRHR PAM: 5; D2 ag: 0.2; TrxR1 substrate: 96%[activator]

What do the screens show for `CCSc1ncc(Cl)c(C(=O)Nc2ccc(S(=O)(=O)N3CCC(C)CC3)cc2)n1`?
Pin1 inh: 17%; TRHR agonist: 1.3; mIDH1 inhibitor: 10%; USP1-UAF1 inh: -26%; TrxR1 inh: 21%; TRHR PAM: -5; D2 ag: 0.8; TrxR1 substrate: -3%

How did COC(=O)CCC(=O)NNC(=O)c1cccc(Br)c1 do in these assays?
Pin1 inh: -3%; TRHR agonist: -0.1; mIDH1 inhibitor: 4%; USP1-UAF1 inh: 1%; TrxR1 inh: 11%[57.1 µM]; D2 antagonist: 0; TRHR PAM: -5; D2 ag: 0.4; TrxR1 substrate: 9%[57.1 µM]

How did COc1ccc(-n2nc(C(=O)NCC(=O)NCC3COc4ccccc4O3)c3ccccc3c2=O)cc1OC (stereo not drawn) do in these assays?
Pin1 inh: 6%; TRHR agonist: 0.1; mIDH1 inhibitor: 3%; USP1-UAF1 inh: -16%; TrxR1 inh: 16%; D2 antagonist: 11; TRHR PAM: -5; D2 ag: 2.0; TrxR1 substrate: 6%

Random excerpt: two compounds from above
How did COc1ccc(-n2nc(C(=O)NCC(=O)NCC3COc4ccccc4O3)c3ccccc3c2=O)cc1OC (stereo not drawn) do in these assays?
Pin1 inh: 6%; TRHR agonist: 0.1; mIDH1 inhibitor: 3%; USP1-UAF1 inh: -16%; TrxR1 inh: 16%; D2 antagonist: 11; TRHR PAM: -5; D2 ag: 2.0; TrxR1 substrate: 6%

What do the screens show for `CCSc1ncc(Cl)c(C(=O)Nc2ccc(S(=O)(=O)N3CCC(C)CC3)cc2)n1`?
Pin1 inh: 17%; TRHR agonist: 1.3; mIDH1 inhibitor: 10%; USP1-UAF1 inh: -26%; TrxR1 inh: 21%; TRHR PAM: -5; D2 ag: 0.8; TrxR1 substrate: -3%

Not all compounds are listed; the hit share may differ from the screen's.
